Assay outcomes deposited in PubChem by National Center for Advancing Translational Sciences (NCATS).
Vif-A3G inh: inhibitors of Vif-APOBEC3G interaction. Q9HC16. HeLa A3G-eYFP + Vif (tagged APOBEC3G with the HIV-1 protein that degrades it), YFP fluorescence, overnight. Potency, µM (titrated, usually from 46.1 µM), for inactives: at the top dose activity, negative = active, most hits filed as inhibitors. 410,000 compounds, 0.076% hits;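 also: potency is read from the fitted curve at half-maximal effect; % is scaled to controls: 0 for no effect and ±100 for the full control effect; nearly all actives have a fitted effect of over 60% in size; hits raise eYFP signal because A3G escapes Vif-driven loss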
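HeLa cells stably expressing Vif and C-terminally eYFP-tagged A3G, seeded overnight at 37 deg C, then exposed to compound by pintool overnight at 37 deg C. Rise in yellow fluorescence (Ex 488/Em 500-530, Acumen) marks blocked Vif-driven A3G degradation.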
RXFP1 ag: agonists of human relaxin receptor RXFP1 | Q9HBX9 | HEK293T-RXFP1 cAMP TR-FRET, 30 min; response scale: percent of porcine relaxin response, buffer zero | Potency, µM (top dose mostly 57.5 µM), for the others: at the highest dose activation, hits mostly activators | 370,000 compounds, 0.3% hits | AID 2676; also: potency is read from the fitted curve at half-maximal effect; % is scaled to controls: 0 for no effect and ±100 for the full control effect; nearly all actives have a fitted effect of over 60% in size; many of its hits are not listed in these tables
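HEK293T cells stably expressing RXFP1 were pretreated with the PDE4 inhibitor Ro 20174, exposed to compounds for 30 min at 37C, lysed, and cAMP was read by TR-FRET. Data normalized to buffer (basal) and 29 nM porcine relaxin (100%).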
LDHA block: inhibitors of human lactate dehydrogenase A; activity change, % (values are at about 110 or 230 µM); 480,000 compounds, 0.15% hits; purified LDHA, NADH/diaphorase-resazurin fluorescence; active compounds read low; P00338; in the data active = activity change below about -30%; inconclusive = mostly about -25% to -30%;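 also: plate controls were DMSO wells for no effect and wells without enzyme for full effect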
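LDH5 2 nM; NADH 0.06 mM, pyruvate 0.2 mM; 200 mM Tris pH 7.4, EDTA, Tween-20; 5 min RT. Detection: diaphorase 0.133 mg/mL + resazurin 37 µM, fluorescence ex540/em590 at 0 and 20 min; normalized to enzyme-free and DMSO wells.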
Vif-A3F inh: inhibitors of Vif-A3F interaction | HeLa A3F-eYFP + Vif (tagged APOBEC3F with the HIV-1 protein that degrades it), YFP fluorescence increase | 390,000 compounds, 0.2% hits | Potency, µM (series often up to 46.1 µM), without a hit: top-dose activity, negative = active | AID 602313; also: potency is read from the fitted curve at half-maximal effect; % of control where 0% means no effect; nearly all actives have a fitted effect of over 65% in size
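HeLa cells stably expressing Vif plus C-terminally eYFP-tagged A3F were seeded, incubated overnight at 37 deg C, dosed with compound, incubated overnight again at 37 deg C. Yellow fluorescence (Ex 488/Em 500-530) reported blocked Vif-mediated A3F-eYFP degradation.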
Glioma ERSR ind: inducers of ER stress response in human glioma cells; U87-MG GRP78 promoter luciferase reporter, 16 h; Potency, µM, for inactives: top-dose activation, usual class: activators; 420,000 compounds, 0.02% hits; AID 602332; also: potency is read from the fitted curve at half-maximal effect; series mostly up to about 76 µM; % of control where 0% means no effect; nearly all actives have a fitted effect of over 35% in size
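Stably transfected U87-MG human glioma cells carrying a GRP78-based luminescent sensor were seeded at 1000 cells/well, pin-dosed with compounds and incubated 16 h. Luciferase reagent was then added, and end-point luminescence was read after 10 min at room temperature.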
D1 antag: human D1 dopamine receptor antagonism; HEK293 TREx D1 cells, calcium flux, dopamine EC80; active compounds read low; activity change, negative = inhibition, % at 10 µM; 360,000 compounds, 3.2% hits; in the data active = activity change below about -30%; also: % is scaled to controls: 0 for no effect and ±100 for the full control effect
Target sequence (P21728 whole entry, looked up): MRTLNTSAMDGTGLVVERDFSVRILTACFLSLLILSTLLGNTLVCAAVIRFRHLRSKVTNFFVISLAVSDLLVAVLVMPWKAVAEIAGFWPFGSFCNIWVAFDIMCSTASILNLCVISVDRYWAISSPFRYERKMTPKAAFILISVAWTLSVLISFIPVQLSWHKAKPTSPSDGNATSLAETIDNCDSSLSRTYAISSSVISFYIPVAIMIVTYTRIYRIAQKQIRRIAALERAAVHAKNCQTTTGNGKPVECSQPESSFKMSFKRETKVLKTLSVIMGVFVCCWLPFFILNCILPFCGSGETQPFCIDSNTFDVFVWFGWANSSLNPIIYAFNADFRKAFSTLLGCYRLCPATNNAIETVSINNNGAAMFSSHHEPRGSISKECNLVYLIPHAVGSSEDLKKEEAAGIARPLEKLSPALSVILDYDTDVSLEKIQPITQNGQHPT
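Calcium flux readout: force-coupled, inducible Hek293 Trex D1 line, cells induced overnight at 30 C with tetracycline, dye-loaded 30–90 min at RT. Antagonism scored against EC80 dopamine challenge given 180 s after compound.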
D2 potentiator: D2 dopamine receptor (human) potentiation. P14416. HEK293 T-REx D2, calcium flux, EC20 dopamine potentiation. potentiation, % at 10 µM. 340,000 compounds, 0.34% hits. AID 485347;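 active = potentiation over 3 SD above the plate norm, cut at about 30% in these data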; also: 0% is about no effect
Target sequence (P14416 whole entry, looked up): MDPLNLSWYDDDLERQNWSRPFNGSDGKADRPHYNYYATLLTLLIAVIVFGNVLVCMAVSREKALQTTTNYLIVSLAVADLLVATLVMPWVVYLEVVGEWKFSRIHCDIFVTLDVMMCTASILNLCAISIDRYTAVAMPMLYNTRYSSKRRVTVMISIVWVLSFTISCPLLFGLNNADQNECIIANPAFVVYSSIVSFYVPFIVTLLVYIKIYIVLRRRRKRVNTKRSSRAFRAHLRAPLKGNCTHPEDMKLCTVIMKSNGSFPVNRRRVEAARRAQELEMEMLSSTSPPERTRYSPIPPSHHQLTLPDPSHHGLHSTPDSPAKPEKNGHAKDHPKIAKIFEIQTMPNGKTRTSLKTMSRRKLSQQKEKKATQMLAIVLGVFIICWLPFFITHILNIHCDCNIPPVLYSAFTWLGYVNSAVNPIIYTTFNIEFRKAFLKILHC
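Tetracycline-induced Hek293 Trex D2 cells, force-coupled to calcium, loaded with no-wash calcium dye. Compound added with 180 s kinetic read for agonism, then EC20 dopamine and a further 180 s read for potentiation.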
D1 PAM: potentiators of human D1 dopamine receptor. potentiation, % at 10 µM. 360,000 compounds, 0.036% hits. HEK293 TREx D1 cells, calcium flux, dopamine EC20 potentiation. AID 504651; in the data active = potentiation above about 30%; also: 0% is about no effect
D1 agonist: human D1 receptor agonism; HEK293 T-REx D1 cells, calcium flux, agonist mode; activation, % at 2 µM; 360,000 compounds, 1% hits; AID 504660; in the data active = activation above about 30%; also: 0% is about no effect
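Inducible HEK293 T-REx D1 cells, force-coupled to calcium signalling, were plated at 4000 cells/well with tetracycline and held overnight at 30 C. After no-wash calcium dye loading, compound-evoked calcium rise over 180 s flagged agonists.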
The depositor's hits bear a star; ? = inconclusive; nt = not tested or not shown. Unless noted, calls follow the shape of the dose curve; as a rule, active = well fitted curve in the direction sought with a large enough effect; inconclusive = small, poorly fitted or top-dose-only effect, or another doubt; inactive = no such curve, though single readings can be large; an effect the other way counts as inactive or inconclusive.

Every second line gives: Vif-A3G inh, RXFP1 ag, LDHA block, Vif-A3F inh, Glioma ERSR ind, D1 antag, D2 potentiator, D1 PAM, D1 agonist
CCN(CC(=O)Nc1ccccc1OC)C(=O)CSCc1c(C)noc1C
  0%, -3.6%, -6, -10%, -6%, -8, -7, 9, 2
O=C(N/N=C/c1ccc(-c2ccccc2C(=O)O)o1)c1cccs1
  0%, -1.3%, 11, -17%, -2%, -9, -11, -3, 3
COc1cc(SC)ccc1C(=O)NCCNC(=O)c1nonc1N
  -1%, 2.1%, -5, -4%, -3%, -11, 27, -7, 1
O=C(NCC(c1ccco1)N1CCCC1)c1sc2cc(F)ccc2c1Cl (stereo not given)
  1%, nt, 3, -4%, 1%, nt, nt, nt, nt
COc1ccc(S(=O)(=O)N2CCC(C(=O)N3CCc4ccccc4C3)CC2)cc1
  -2%, 0.0%, 0, -5%, -3%, -8, -1, -1, 6
OC(CNCC1CCCO1)Cn1c2ccc(Cl)cc2c2cc(Cl)ccc21 (stereo not given)
  -18%, 2.4%, -2, -10%, -17%, -32*, -3, -13, 28
CCc1ccc(-c2nn(CC(=O)NCc3ccccc3)c3c2cnc2ccc(F)cc23)cc1
  1%, 2.3%, 3, 4%, -1%, -17, 15, 2, 2
CCC(C)[C@H](N)c1cn([C@@H](Cc2cc3ccccc3[nH]2)C(=O)N2CCNCC2)nn1 (stereo not given in full)
  2%, -2.5%, 2, 1%, -5%, 2, 0, 2, -3
Cc1cc(C)cc(NC(=O)CN2CCN(CCN=CC3=C(O)CC(c4ccc(Cl)cc4)CC3=O)CC2)c1 (stereo not given)
  -9%, 2.9%, -5, -15%, 20%, -4, nt, -6, 6
CN(C(=S)Nc1ccc(F)cc1)C(c1ccccc1)c1ccccc1
  1%, 0.2%, 1, 3%, -4%, 0, -5, 1, 4
N#Cc1c(N2CCN(C(=O)c3ccccc3)CC2)nc(-c2ccccc2)c2c1CCCC2
  -9%, 4.1%, -3, 0%, 0%, 2, 3, -1, 5
CCN(CC(=O)NCc1cccs1)C(=O)/C=C/c1ccc(F)cc1
  0%, nt, -1, 0%, 1%, nt, nt, nt, nt
Cc1cnn(C(=S)NCCc2ccccc2)c1
  0%, -1.0%, 0, -6%, 5%, -18, 4, -4, 1
CCOC(=O)c1cnc(Nc2nc3ccccc3o2)nc1CSc1nnc(C)s1
  1%, nt, -1, 4%, 3%, nt, nt, nt, nt
COc1ccc(-n2ccnc2SCC(=O)Nc2nnc(C)s2)cc1
  10%, 0.1%, -6, 1%, -3%, 12, -7, -7, 3

Record cards, from the list above:
Shown for `CN(C(=S)Nc1ccc(F)cc1)C(c1ccccc1)c1ccccc1` → Vif-A3G inh = 1%; RXFP1 ag = 0.2%; LDHA block = 1; Vif-A3F inh = 3%; Glioma ERSR ind = -4%; D1 antag = 0; D2 potentiator = -5; D1 PAM = 1; D1 agonist = 4
Shown for `O=C(N/N=C/c1ccc(-c2ccccc2C(=O)O)o1)c1cccs1` → Vif-A3G inh = 0%; RXFP1 ag = -1.3%; LDHA block = 11; Vif-A3F inh = -17%; Glioma ERSR ind = -2%; D1 antag = -9; D2 potentiator = -11; D1 PAM = -3; D1 agonist = 3

Later entries
Every second line gives: Vif-A3G inh, RXFP1 ag, LDHA block, Vif-A3F inh, Glioma ERSR ind, D1 antag, D2 potentiator, D1 PAM, D1 agonist
O=C(COc1ccc(S(=O)(=O)N2CCOCC2)cc1)Nc1ccccc1C(F)(F)F
  0%, 1.6%, -1, -7%, -6%, -8, -10, 2, 1
O=C(CSc1n[nH]c(-c2ccccc2Cl)n1)N1CCN(c2ccccc2)CC1
  5%, 1.8%, 5, -1%, -2%, -8, -2, -2, 0
COc1ccc(NC(=S)N2CCN(C(=O)C3CCCO3)CC2)c(OC)c1 (stereo not given)
  0%, -0.6%, -5, -1%, 0%, -12, 5, 2, 0
C/C(=N\NC(=O)c1nnn(-c2nonc2N)c1C)c1ccc(-c2ccccc2)cc1
  -7%, 0.2%, -10, 5%, -1%, 3, 16, 0, -1
CN(C)c1ccc(C(=O)Nc2ccc(-c3nc4ccccc4o3)cc2)cc1
  1%, ?, -3, -8%, 0%, 9, 2, -1, 0
Cc1ccc(Cl)cc1N1CCN(C(=O)C2CCC(CNS(=O)(=O)c3cccs3)CC2)CC1 (stereo not given)
  -1%, 0.5%, -15, 3%, -2%, 5, 4, 2, 6
Cc1ccccc1OCCn1c(-c2ccc(Cl)cc2)nc2ccccc2c1=O
  0%, 3.7%, -3, 5%, 2%, 13, -1, 2, 2
O=C(NCCSc1c(-c2ccc(Cl)cc2)[nH]c2ccccc12)c1ccc(S(=O)(=O)N2CCOCC2)cc1
  2%, -0.3%, 0, 2%, -3%, -14, 7, 2, 3
C/C(Cl)=C\COc1cc(C)nc2c(Br)cccc12
  0%, 28%, -1, 7%, -4%, -3, 24, 2, -1
CC(=O)Nc1cccc(NC(=O)Cc2cccs2)c1
  4%, 0.5%, -3, -2%, -3%, -6, 0, -3, 1
O=C(Nc1cccc(Cl)c1)c1csnn1
  -2%, -0.9%, -11, 4%, -3%, 1, -4, -1, 5
O=C(CSc1nc(C(F)(F)F)cc(=O)[nH]1)N1CCOCC1
  0%, -0.9%, -1, 5%, -4%, 12, 2, -7, 0
CC(C(N)=O)N1C(=O)c2cccc3cccc1c23 (stereo not given)
  -6%, 0.3%, 16, -2%, 0%, -7, -1, -2, -1
COc1ccc(S(=O)(=O)N2CCCC(C(=O)NCC3CCCO3)C2)cc1C (stereo not given)
  -16%, -1.1%, 1, 6%, -5%, 1, -3, -2, 1
CCCCn1c(N)c(N(CC(C)C)C(=O)C2=NN(c3ccccc3)C(=O)CC2)c(=O)[nH]c1=O
  0%, 0.0%, 6, -6%, -5%, -1, -8, nt, 6
Cc1cc(C)c2[nH]c(=O)c(C(c3nnnn3Cc3ccc4c(c3)OCO4)N3CCCCC3)cc2c1 (stereo not given)
  -3%, 5.6%, 1, 1%, -3%, -1, -12, 0, 1
Cc1ccc(S(=O)(=O)N2CCN(C(=O)[C@H](Cc3ccccc3)NC(=O)c3ccco3)CC2)cc1C
  -5%, 2.7%, -15, 6%, -3%, 7, 17, -3, 2
O=C(CCN1CCC2CCC(C2)C1)c1ccccc1 (stereo not given)
  1%, nt, -9, -7%, -1%, nt, nt, nt, nt
COC(=O)c1nn(-c2ccccc2)c(=O)cc1Sc1ccc(Cl)cc1
  2%, 6.1%, -9, 0%, -1%, -23, 17, -4, 2
Nc1nonc1-n1nnc(C(=O)N/N=C/c2ccccc2F)c1CN1CCc2ccccc21
  2%, 4.4%, 1, -7%, -5%, -13, -3, -2, 2
Nc1ccccc1C(=O)NC1CCCNC1=O (stereo not given)
  3%, nt, -8, -4%, 1%, nt, nt, nt, nt
Oc1ccc(-c2onc3ccc(Cl)cc23)cc1
  -10%, 2.6%, 7, -13%, 1%, 8, 2, 2, 16
Cc1ccc(/C=C/C(=O)Nc2nc(-c3cccs3)ns2)cc1
  -4%, 0.4%, -1, 4%, -9%, -4, 10, 1, 1
Cc1ccc(C(C)C)c(OCC(=O)Nc2ccc(N3CCN(S(C)(=O)=O)CC3)cc2)c1
  0%, 0.0%, -2, -5%, -5%, -17, 0, 1, 2
CN1CCN(S(=O)(=O)c2ccc(SCCOc3ccc(Cl)cc3)nc2)CC1
  1%, -0.3%, 1, 1%, -5%, -44*, -1, -15, 14
CCOc1ccc2oc(C(=O)OCC(=O)NC(=O)NC)c(C)c2c1
  3%, 5.5%, -3, ?, 0%, 9, -5, 4, 0
Cc1cc(N/C=C\c2nnnn2-c2ccc(F)cc2)no1
  -9%, 3.6%, 2, 5%, 1%, 4, nt, -5, 0
CCC(c1nnnn1C1CCCCC1)N1CCN(C(=O)c2ccco2)CC1 (stereo not given)
  0%, 0.5%, 1, 9%, -4%, -10, 17, -6, 1
Cc1cc(C)c(C)c(C(=O)C(=O)c2ccccc2)c1
  2%, nt, -4, 13%, -3%, nt, nt, nt, nt
CCc1nnc(NC(=O)c2cccc(S(=O)(=O)N(C)c3ccccc3)c2)s1
  -1%, 0.0%, -3, -6%, -6%, 8, -9, -7, 3

Marked active in D1 antag (from the list above):
| Molecule | D1 antag | D2 potentiator | D1 PAM | D1 agonist |
| --- | --- | --- | --- | --- |
| OC(CNCC1CCCO1)Cn1c2ccc(Cl)cc2c2cc(Cl)ccc21 (stereo not given) | -32* | -3 | -13 | 28 |
| CN1CCN(S(=O)(=O)c2ccc(SCCOc3ccc(Cl)cc3)nc2)CC1 | -44* | -1 | -15 | 14 |

Later entries:
smiles | Vif-A3G inh | RXFP1 ag | LDHA block | Vif-A3F inh | Glioma ERSR ind | D1 antag | D2 potentiator | D1 PAM | D1 agonist
O=C(O)CC1(CC(=O)N2CCC(C(=O)O)CC2)CCCC1 | -7% | -0.2% | -5 | -1% | -5% | 11 | 7 | 0 | 1
C=CCC(C)(NCc1ccccc1)c1ccc(C)cc1 (stereo not given) | 2% | -0.8% | 1 | -8% | -6% | 5 | -8 | 1 | 2
O=C(Cc1ccccc1)Nc1ccccc1C(=O)N1CCCCCC1 | -6% | -0.4% | 0 | -5% | -2% | 24 | -1 | 0 | 1
COCCNC(=O)/C(C#N)=C/c1cn(CC(=O)NCc2ccco2)c2ccccc12 | -2% | 0.2% | -3 | -16% | -2% | -2 | -8 | 4 | -4
COc1cccc(C(=O)NC(C)CCc2ccccc2)c1 (stereo not given) | 1% | 0.3% | -1 | 2% | 0% | -1 | 1 | -2 | 0
Cc1cccc(C)c1OCC(O)CNS(=O)(=O)c1ccccc1C(=O)N1CCOCC1 (stereo not given) | 0% | 2.7% | 0 | -1% | 0% | -18 | 6 | -6 | 0
CCOc1ccc(CCNC(=O)CN2C(=O)NC3(CCCCC3)C2=O)cc1OCC | -3% | 0.2% | -3 | -3% | -5% | 3 | 13 | 1 | 1

These rows are one share of the data; the hit share may differ from the screen's.
